# KOR beta-arrestin-1: KOR agonists, beta-arrestin recruitment, primary screen, cell-based, luminescence, uHTS (AID 1777); KOR beta-arrestin recruitment, luminescence; higher % means a stronger effect; one-dose activation, % at 10 µM; EC50 in µM for titrated hits; actives 0.02% (n = 280,000); in the data active means activation above about 50%, passing the limit was not always enough; further: a part of the inactive calls stands beside numbers as strong as those of hits
# NOD2 inhibition: NOD2 signaling inhibitors, cell-based, luminescence, uHTS, HEK293 (AID 1566). HEK293 NOD2/NF-kB luciferase reporter, luminescence; higher % means a stronger effect. inhibition, % at 4 µM; hits with a dose series show EC50 in µM. actives 0.63% (n = 290,000); further: many of its hits are not listed in these tables
# Dengue-2 NS5 capping: Dengue-2 NS5 methyltransferase inhibitors, primary screen, biochemical, confirmation dose response (AID 588689); Genome polyprotein (Dengue virus type 2 (strain 16681-PDK53)); actives 0.3% (n = 340,000); one-dose inhibition, % at 25 µM; IC50 in µM for titrated hits; Dengue-2 NS5 methyltransferase capping enzyme assay, biochemical; higher % means a stronger effect; in the data active means a potency from the dose series; inconclusive means inhibition above about 29% without an active follow-up result
# HIV fusion peptide: inhibitors of HIV fusion peptide binding, primary screen, biochemical, uHTS, fluorescence dequenching (AID 1986); cell-free peptide binding, fluorescence dequenching, 30 min; higher % means a stronger effect; one-dose inhibition, % at 20 µM; IC50 in µM for titrated hits; actives 0.3% (n = 290,000); in the data active means inhibition mostly above about 52%, no sharp cut-off; inactive means mostly below about 76%; further: some results filed as inactive read as strong as hits
# Yfh1-off respiration: enhancers of respiration in Yfh1-depleted yeast, dose response, Friedreich's ataxia, plus single-dose screen (AID 1465); fold induction at 50 µM; hits with a dose series show EC50 in µM; S. cerevisiae Yfh1-off respiration, WST-1 reduction, 72 h; higher fold induction means a stronger effect; actives 0.074% (n = 220,000);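 active means fold induction of absorbance versus untreated yeast above a set limit, then at least 30% activation at any dose in follow-up; inconclusive means repeats straddling the limit, or above it without dose testing; inactive means fold induction below the set limit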;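 further: activators that raise dye reduction in frataxin-depleted yeast; strong numbers were not always called active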
# West Nile antiviral: West Nile virus antiviral activity, cell-based, CPE readout (AID 1621) | West Nile virus-infected cells, CPE inhibition; higher % means a stronger effect | CPE inhibition, % at 10 µM, or IC50 in µM where a hit was titrated | actives 0.02% (n = 290,000); in the data active means a potency from the dose series; inconclusive means CPE inhibition mostly from about 3.7% at the one dose, without a potency; inactive means the rest, 99 in 100 with CPE inhibition below about 2.2%; further: strong numbers were not always called active
# AID2073: inhibitors of Mint1-CaV2.2 protein interaction, biochemical, HTRF (AID 2073). HTRF protein-protein interaction, Mint1-CaV2.2; higher % means a stronger effect. one-dose inhibition, % at 20 µM; IC50 in µM for titrated hits. actives 0.19% (n = 290,000). Voltage-dependent N-type calcium channel subunit alpha-1B (Homo sapiens); in the data active means inhibition mostly above about 51%, no sharp cut-off; inconclusive means no clear call, values can overlap the other calls; inactive means mostly below about 53%; further: some results filed as inactive read as strong as hits
# NOD1 inhibition: NOD1 signaling inhibitors, primary screen, cell-based, luminescence, uHTS (AID 1578). NOD1-driven NF-kB luciferase reporter cells, luminescence; higher % means a stronger effect. inhibition, % at 4 µM; hits with a dose series show EC50 in µM. actives 1% (n = 290,000); in the data active means inhibition mostly above about 36%, no sharp cut-off; inactive means mostly below about 34%;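 further: HEK-293T reporter cells stimulated with the NOD1 agonist gamma-tri-DAP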
# KOR beta-arrestin-2: KOR antagonists, beta-arrestin recruitment, cell-based, luminescence, uHTS (AID 1778). Kappa-type opioid receptor (Homo sapiens). KOR beta-arrestin recruitment, luminescence, antagonist mode; higher % means a stronger effect. inhibition, % at 10 µM; hits with a dose series show IC50 in µM. actives 0.091% (n = 290,000); further: strong numbers were not always called active
# Dengue-2 NS5 capping pilot replicate: further read-out of Dengue-2 NS5 capping, marked with its call; inhibition, %; measured here: pilot screen replicate inhibition
# Active calls of the source: *; i = inactive; ? = inconclusive; . = no result given; [ ] = dose if it differs, or a comment. Unless noted, no stated cut-off is given here; in the data, active means inhibition above about 50%; inactive means the rest. Only part of the results is shown. The share of hits here may be higher or lower than overall.
SMILES,KOR beta-arrestin-1,NOD2 inhibition,Dengue-2 NS5 capping,HIV fusion peptide,Yfh1-off respiration,West Nile antiviral,AID2073,NOD1 inhibition,KOR beta-arrestin-2,others
C=CCn1c(NCc2ccc(OC)cc2O)nc2ccccc21,4.3%,-21%,-6%,-1.9%,.,-1.6%,12%,-42%,-25%[20 µM],
CCOC(=O)/C(O)=C/c1ncc(C(F)(F)F)cc1Cl,5.6%,-5%,-3%,-0.9%,i,0.1%,-2%,8%,-13%,
O=C(CN1CCCC1)N1CCCC(c2ccc(F)cc2)c2ccc(F)cc21 (configuration not stated),15%,-8%,-5%,-2.0%,i,-0.4%,1%,-39%,4%,
CCOC(=O)c1ccc(-n2c(C)nc3c(cnn3-c3ccccc3Cl)c2=O)cc1,2.0%,21%,-4%,0.9%,i,-0.7%,-2%,2%,-57%,
CCc1ccc2c(CN3CCc4ccccc43)cc(=O)oc2c1,-2.6%,5%,-12%,18%,i,0.1%,-1%,-82%,-130%,
COC1=C(c2ccccc2)C(=O)c2ccccc2C1=O,3.6%,-2%,52%,3.3%,i,-0.2%,-11%,-37%,27%,
Cc1ccc(OCCNC(=O)c2ccc3c(c2)OCO3)cc1,1.3%,-39%,1%,-0.3%,.,-0.6%,6%,-64%,11%,
Cn1c(/C=N/NC(=O)c2ccccc2Br)nc2ccccc21,1.0%,2%,-6%,-2.9%,i,0.4%,-15%,20%,-9%,
O=C(CC1Sc2ncnn2C1=O)Nc1ccc(Br)cc1 (configuration not stated),-4.4%,12%,3%,2.7%,i,-0.4%,22%,-20%,5%,
COc1cccc(-c2ncc3ccccn23)c1,-4.2%,-61%,-3%,7.7%,i,0.6%,-53%,-46%,21%,
CCCCNc1oc(-c2cccs2)nc1S(=O)(=O)c1ccccc1,-3.8%,19%,-10%,0.0%,i,0.5%,10%,3%,-17%,
O=C(N[C@@H](Cc1c[nH]c2ccccc12)C(=O)O)C1CCN(S(=O)(=O)c2ccc(Cl)cc2)CC1,0.5%,19%,3%,4.5%,.,-0.1%,10%,-8%,-26%,

# The closing 6 entries of the part before are carried over, then new ones follow:
SMILES,KOR beta-arrestin-1,NOD2 inhibition,Dengue-2 NS5 capping,HIV fusion peptide,Yfh1-off respiration,West Nile antiviral,AID2073,NOD1 inhibition,KOR beta-arrestin-2,others
Cc1ccc(OCCNC(=O)c2ccc3c(c2)OCO3)cc1,1.3%,-39%,1%,-0.3%,.,-0.6%,6%,-64%,11%,
Cn1c(/C=N/NC(=O)c2ccccc2Br)nc2ccccc21,1.0%,2%,-6%,-2.9%,i,0.4%,-15%,20%,-9%,
O=C(CC1Sc2ncnn2C1=O)Nc1ccc(Br)cc1 (configuration not stated),-4.4%,12%,3%,2.7%,i,-0.4%,22%,-20%,5%,
COc1cccc(-c2ncc3ccccn23)c1,-4.2%,-61%,-3%,7.7%,i,0.6%,-53%,-46%,21%,
CCCCNc1oc(-c2cccs2)nc1S(=O)(=O)c1ccccc1,-3.8%,19%,-10%,0.0%,i,0.5%,10%,3%,-17%,
O=C(N[C@@H](Cc1c[nH]c2ccccc12)C(=O)O)C1CCN(S(=O)(=O)c2ccc(Cl)cc2)CC1,0.5%,19%,3%,4.5%,.,-0.1%,10%,-8%,-26%,
C[C@@H](C(=O)NCCCCCC(=O)O)n1nnc2ccccc2c1=O,-6.2%,-4%,-7%,-1.3%,i,0.4%,1%,-5%,14%,
CC(C)(C)NC(=O)NC12CC3CC(CC(C3)C1)C2,-1.2%,4%,-2%,-1.5%,i,-0.3%,-11%,-28%,-10%,
COC(=O)c1[nH]c2cccc(C)c2c1NC(=O)CN1CCN(c2ccccc2OC)CC1,-0.3%,15%,-3%,2.7%,i,0.0%,-1%,-6%,15%,
Cc1ccc(-n2nnc(-c3cnc4ccccc4c3)n2)cc1,0.8%,-166%,-2%,-2.0%,.,.,-3%,-40%,-18%,
O=C(c1ccc2c(c1)N(Cc1ccccc1)CCS2)N1CCOCC1,-4.0%,16%,-1%,-1.3%,.,-0.3%,20%,-5%,18%,
CCC(C(=O)N1CCOCC1)n1c2ccccc2c2nc(=O)cc(C)n21 (configuration not stated),-1.0%,10%,0%,1.0%,.,-0.3%,7%,-1%,-27%,
Nc1ccc2nc(C(F)(F)F)[nH]c2c1,1.5%,6%,4%,-1.4%,i,-0.5%,?,-26%,3%[20 µM],
CCOC(=O)c1nnn(-c2ccc([N+](=O)[O-])cc2[N+](=O)[O-])c1C,10%,-7%,-3%,-2.1%,i,0.2%,-15%,-28%,-25%,
CC1CN(CCOc2cccc(Oc3ccccc3)c2)CC(C)O1 (configuration not stated),-3.8%,-10%,.,-1.0%,.,-1.5%,-2%,-21%,-15%[20 µM],
O=C(O)CCn1c(-c2ccccc2)cc2c1CCCC2=O,8.4%,-3%,0%,2.0%,i,0.2%,-8%,24%,-15%,
CC1CC(C)CN(C(=O)C(C)N(C)CC(=O)Nc2ccccc2Cl)C1 (configuration not stated),2.7%,-5%,0%,-0.6%,i,-0.9%,?,-19%,-30%,
C/C(=N\Nc1ccc([N+](=O)[O-])cc1[N+](=O)[O-])C(C)C(C)C (configuration not stated),3.3%,0%,-7%,6.8%,i,-1.6%,1%,-27%,-41%,
COC(=O)c1ccc(OC(=O)CS(=O)c2ccccc2[N+](=O)[O-])cc1 (configuration not stated),-1.1%,14%,-10%,-1.0%,i,0.3%,-15%,-1%,-18%,
Cc1nn(Cc2ccccc2)c(Cl)c1/C=C/C(=O)OC(C(=O)NC(N)=O)C(C)C (configuration not stated),-4.5%,6%,-2%,-0.4%,i,-1.5%,-8%,-19%,-10%,
Cc1ccccc1NC(=O)Cn1c(C)nc2ccc(NC(=O)C3CC3)cc2c1=O,1.1%,10%,1%,0.3%,i,1.2%,10%,4%,-13%,
COCCn1c(SCC(=O)N2CCC(C)CC2)nc2ccccc2c1=O,12%,10%,2%,2.1%,i,-0.5%,-1%,10%,13%,
O=C(NCCc1c[nH]c2ccccc12)/C(=C/c1ccco1)NC(=O)c1ccco1,.,8%,.,0.6%,i,-0.1%,-7%,-26%,-4%[20 µM],
Cc1ccc(NC(=O)N(CCC#N)Cc2ccccc2)cc1,-1.3%,-9%,-5%,-0.1%,i,0.0%,7%,-14%,-5%,
Cc1ccccc1OCCn1c(C)nc2ccccc21,-1.7%,44%,-10%,-1.9%,.,-1.3%,7%,22%,18%[20 µM],
COc1ccc(C2CN=NC23CCCc2ccccc2C3=O)cc1 (configuration not stated),-3.3%,13%,-7%,-3.6%,i,1.3%,-4%,.,13%,
CCn1c(SCC(=O)N2CCC(C)CC2)nc2c(c1=O)SCC2,10%,.,0%,-2.0%,.,-0.7%,3%,.,26%,
CCN1CCN(S(=O)(=O)c2ccc(C(C)(C)C)cc2)CC1,-7.8%,4%,2%,0.4%,.,0.3%,2%,-21%,-19%[20 µM],
O=C(COC(=O)C1CC(=O)N(Cc2ccccc2)C1)c1ccc(Br)cc1 (configuration not stated),2.8%,-6%,-8%,0.0%,i,0.5%,3%,-22%,-32%,
CCOC(=O)C(O)(NC(=O)c1cccnc1)C(F)(F)F (configuration not stated),-1.2%,14%,-7%,-1.0%,i,0.1%,-5%,24%,-13%,

# Quoted at random: 2 records from the list, in no set order.
SMILES,KOR beta-arrestin-1,NOD2 inhibition,Dengue-2 NS5 capping,HIV fusion peptide,Yfh1-off respiration,West Nile antiviral,AID2073,NOD1 inhibition,KOR beta-arrestin-2,others
Cc1ccccc1NC(=O)Cn1c(C)nc2ccc(NC(=O)C3CC3)cc2c1=O,1.1%,10%,1%,0.3%,i,1.2%,10%,4%,-13%,
Cc1ccc(NC(=O)N(CCC#N)Cc2ccccc2)cc1,-1.3%,-9%,-5%,-0.1%,i,0.0%,7%,-14%,-5%,

# Additional entries follow.
SMILES,KOR beta-arrestin-1,NOD2 inhibition,Dengue-2 NS5 capping,HIV fusion peptide,Yfh1-off respiration,West Nile antiviral,AID2073,NOD1 inhibition,KOR beta-arrestin-2,others
CCOC(=O)C1CCCN(CCC(=O)Nc2ccc(C)c(C)c2)C1 (configuration not stated),-6.1%,12%,-6%,0.7%,i,0.0%,27%,-22%,0%,
CC(=O)N(CCCN(C)C)CCC(C)CCC=C(C)C (configuration not stated),-4.7%,12%,-2%,-2.0%,i,-0.6%,32%,-22%,25%,
CN(CCO)c1ccc([N+](=O)[O-])cc1C(=O)O,-3.7%,12%,-4%,0.6%,.,-0.1%,-15%,0%,12%,
O=C1N=C(N2CCOCC2)S/C1=C\c1cccnc1,2.6%,2%,-2%,7.9%,i,-0.1%,2%,-13%,-5%[20 µM],
CC(=O)c1cccc(CN2CCc3ccc(NC(=O)C4CCCO4)cc3C2)c1 (configuration not stated),5.3%,8%,-2%,2.3%,.,-0.8%,9%,-14%,-16%,
CC(C)(Cc1ccc(O)cc1)NC(=O)CC(=O)N=Nc1c(O)[nH]c2cc(Br)ccc12,-4.5%,-2%,-10%,-2.3%,i,0.1%,5%,-36%,-4%,
COCNc1nc(OCC#N)nc(N(C)C)n1,2.8%,1%,-3%,0.9%,i,1.3%,4%,7%,4%,Dengue-2 NS5 capping pilot replicate=-4.1
CCOc1ccc(Cl)cc1S(=O)(=O)N1CCN(c2ccc(F)cc2)CC1,0.4%,-3%,-2%,1.4%,i,-1.2%,-1%,.,-30%,
O=C(Cn1c(=O)oc2cc(S(=O)(=O)N3CCCCC3)ccc21)N1CCc2ccccc2C1,6.3%,1%,-3%,10%,i,0.0%,6%,-7%,-20%,
c1ccc(Cc2nc3ccccc3n2Cc2ccccc2)cc1,-0.4%,-2%,1%,0.3%,i,-0.9%,1%,12%,-39%,
CC(Oc1ccc2c(-c3ccccc3)cc(=O)oc2c1)C(=O)NCCCN1CCOCC1 (configuration not stated),1.6%,27%,6%,-0.2%,.,0.1%,?,-8%,-24%,
CC(C)(C)n1nc2c(c1NC(=O)c1ccc([N+](=O)[O-])cc1)CS(=O)(=O)C2,-3.4%,7%,7%,-1.0%,.,1.2%,-3%,-24%,5%,
CCN(c1cccc2ccccc12)S(=O)(=O)c1ccc(Cl)nc1,0.0%,0%,3%,-1.1%,i,-0.8%,-50%,8%,32%,
O=S(=O)(c1cccc(-c2n[nH]c(=S)o2)c1)N1CCOCC1,-0.9%,20%,2%,-0.5%,i,0.1%,-14%,-1%,-1%,
Cc1ccsc1C1C=C(c2cccc(Br)c2)Nc2ncnn21 (configuration not stated),-0.9%,0%,?,-1.8%,i,0.6%,-1%,-14%,6%,
CN1CCN(C2=C(NS(=O)(=O)c3ccccc3)C(=O)c3ccccc3C2=O)CC1,-1.7%,20%,7%,-1.4%,.,0.3%,-7%,0%,-11%,
COC(=O)c1cc(S(=O)(=O)NCC2CCN(Cc3cc(C)ccc3C)CC2)c[nH]1,0.4%,4%,-6%,47%,.,0.0%,6%,-6%,-20%,
CCOC(=O)c1c(C)c(C(=O)NCc2ccccc2OC)c(C)n1C,-1.6%,25%,-3%,-0.8%,i,0.0%,-3%,-8%,9%,

# Bioassay records as filed in PubChem.
